Screens deposited in PubChem BioAssay by several laboratories.
Rad51 HR inh = Rad51 (human) homologous recombination inhibition | inhibition, % at 10 µM | 0.085% of 200,000 active | hRad51 DNA strand exchange, fluorescence dequenching | Q06609;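 active = inhibition above 40% at the single screening dose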;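 note: 0% = DMSO control wells and 100% = blanks with heterologous ssDNA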
Target sequence (Q06609 whole entry, looked up): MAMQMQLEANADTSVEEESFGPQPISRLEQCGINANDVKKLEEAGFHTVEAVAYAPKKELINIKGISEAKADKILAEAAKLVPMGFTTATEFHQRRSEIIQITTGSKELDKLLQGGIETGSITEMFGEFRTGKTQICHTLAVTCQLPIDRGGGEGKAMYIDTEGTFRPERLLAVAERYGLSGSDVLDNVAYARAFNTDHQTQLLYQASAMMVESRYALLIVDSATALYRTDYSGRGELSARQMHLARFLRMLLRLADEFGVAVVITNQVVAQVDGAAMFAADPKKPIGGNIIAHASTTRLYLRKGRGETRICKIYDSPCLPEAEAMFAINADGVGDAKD
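Test system: preformed human Rad51 ssDNA filaments. Compound dosing: single dose, 10 µM final compound. Incubation: filaments 15 min 37 °C, then compound 30 min. Technique: FRET fluorescence dequenching, excitation 485 nm, emission 520 nm. Read-out basis: percent inhibition from fluorescence, normalised to plate control and blank means. Benchmarks: plate controls and plate blanks.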
Hck-Nef inh = inhibitors of human Hck kinase activated by Nef | inhibition, % at 20 µM | 0.68% of 220,000 active | AID 463187 | P08631 | Recombinant Hck-YEEI plus Nef, Z-Lyte FRET kinase assay;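 active = Hck-Nef kinase inhibition above about 50%, limit read from the data; inactive = inhibition below that limit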;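 note: 0% = DMSO with Hck plus Nef and 100% = Hck alone without Nef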
TNF death inh = inhibitors of TNF-alpha induced necroptosis in Jurkat FADD-/- cells; Jurkat FADD-/- TNF necroptosis rescue, ATP luminescence, 24 h; 0 = TNF only, 100 = no-TNF cells; activation (protection from cell death), % at 10 µM; 0.068% of 220,000 active; AID 463075;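 active = activation, meaning protection from cell death, of at least 50% relative to plate controls; inactive = activation below 50%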;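 note: necroptosis triggered by 40 ng/mL TNF-alpha added together with compound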
thrombin 1536 = blocks human thrombin protease activity | P00734 | alpha-thrombin, Boc-VPR-AMC fluorogenic substrate cleavage | inhibition, % at 5 µM | 0.26% of 220,000 active;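 active = inhibition at or above 40%; inactive = inhibition below 40%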;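 note: 0% = enzyme with no compound and 100% = wells without enzyme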
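Material: human alpha-thrombin protein; Also added: Boc-VPR-AMC substrate, 15 µM final; Timing: enzyme reaction carried out at room temperature; Signal: fluorescence, ex 355 nm, em 460 nm; Measure: % inhibition of thrombin; Controls: enzyme without compound as high, wells lacking enzyme as low.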
FXIa inh 1536 = blocks human coagulation factor XIa protease activity; P03951; purified FXIa, Boc-Glu-Ala-Arg-AMC fluorogenic substrate; inhibition, % at 5 µM; 0.14% of 220,000 active; AID 798;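 active = inhibition of at least 40%; inactive = inhibition below 40%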;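 note: fluorescence of freed AMC excited at 355 nm; 0% = enzyme without compound and 100% = no enzyme blank; many of its hits are not listed in these tables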
Target sequence (P03951 19-387 limits assumed): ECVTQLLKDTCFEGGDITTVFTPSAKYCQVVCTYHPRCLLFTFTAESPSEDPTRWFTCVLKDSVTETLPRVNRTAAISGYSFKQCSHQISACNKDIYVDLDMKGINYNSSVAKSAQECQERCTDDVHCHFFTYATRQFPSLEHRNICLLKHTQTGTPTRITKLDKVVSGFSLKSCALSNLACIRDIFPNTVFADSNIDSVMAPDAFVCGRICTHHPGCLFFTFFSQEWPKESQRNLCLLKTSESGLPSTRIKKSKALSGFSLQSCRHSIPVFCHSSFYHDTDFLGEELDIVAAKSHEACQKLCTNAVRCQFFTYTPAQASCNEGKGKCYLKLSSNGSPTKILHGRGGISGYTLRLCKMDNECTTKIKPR
Target sequence (P03951 388-625 limits assumed): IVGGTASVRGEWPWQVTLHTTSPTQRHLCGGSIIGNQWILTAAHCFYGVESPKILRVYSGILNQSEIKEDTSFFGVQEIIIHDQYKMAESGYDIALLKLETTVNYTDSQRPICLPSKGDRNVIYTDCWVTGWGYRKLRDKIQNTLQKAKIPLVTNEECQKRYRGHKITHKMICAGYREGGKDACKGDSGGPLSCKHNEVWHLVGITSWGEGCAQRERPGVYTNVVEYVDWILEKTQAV
KLK5 inh = kallikrein 5 (human) inhibition; Q9Y337; 0.59% of 210,000 active; recombinant hK5, fluorogenic AMC substrate cleavage; AID 873; inhibition, % at 5 µM;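 active = inhibition of 40% or more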;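 note: 0% = enzyme controls without compound and 100% = no-enzyme blanks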
FXIIa inh = inhibitors of human coagulation factor XIIa; P00748; 0.3% of 220,000 active; purified FXIIa, Boc-QGR-AMC fluorogenic substrate, 2 h; inhibition, % at 5 µM; in the data active = inhibition above about 40%;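 note: 0% = enzyme with no compound and 100% = blank without enzyme; many of its hits are not listed in these tables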
L929 necroptosis = blocks zVAD induced death of L929 cells | 0.38% of 220,000 active | viability rescue, % at 10 µM | L929 zVAD necroptosis rescue, ATP luminescence, 24 h; with zVAD 60 µM;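 active = activation, scaled between plate controls, above about 75%, limit read from the data; inactive = activation under that limit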;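 note: 0% = zVAD with DMSO and 100% = DMSO alone without zVAD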
KCC2 mod = KCC2 (human) Cl- transport modulation; Q9H2X9; KCC2 cells, thallium flux FluoZin-2 fluorescence; B-score of Tl+ flux slope (higher = more flux/activation; lower = inhibition) at 10 µM; 2.2% of 190,000 active; AID 1456;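 active = thallium flux slope and its plate-corrected score both differing from the plate sample mean at a set confidence after two filtering rounds, in either direction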;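 note: slope of fluorescence scaled to starting intensity during 10 to 20 s after thallium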
The depositor's hits bear a star; / = not tested or not shown. A portion of the library (hit frequency here may not be typical).

canonical_smiles,KLK5 inh,TNF death inh,L929 necroptosis,FXIa inh 1536,thrombin 1536,Hck-Nef inh,FXIIa inh,KCC2 mod,Rad51 HR inh
Cc1noc(/C=C/N(C)C)c1S(=O)(=O)NC1CCCCC1,2,-4.5,0.4,-5,-2,4,-1,-0.026,3
O=C(OCn1ncc(Br)c(Br)c1=O)c1ccccc1Cl,-12,-14,44,6,-8,-1,3,/,-11
O=C(COc1cccc2ccccc12)N/N=C/C=C/c1ccccc1,-6,1.6,/,1,-1,3,1,0.17,21
Cc1c(CCC(=O)O)c(=O)n2c([nH]c3ccccc32)c1C#N,-210,0.9,-0.6,0,0,4,7,0.3,5
CC(=O)OCCNC(=O)Cn1cnc2c1c(=O)n(C)c(=O)n2C,-17,1.4,-0.2,-4,-1,-3,11,0.24,-2
O=C(CC(NS(=O)(=O)c1ccc(Cl)cc1)c1ccco1)NCc1ccco1 (stereo not drawn),-8,-0.3,0.0,3,1,1,16,-0.87,/
Cc1c(C(=O)N2CCOCC2)sc(NC(=O)c2ccc3c(c2)OCO3)c1C#N,-2,-0.4,-0.7,-3,1,3,13,/,-7
COc1cc(Cl)c(C)cc1NC(=O)CSC,3,1.5,0.0,12,-2,5,43*,-0.26,-2
COc1ccc(CCC(=O)O)cc1OC,-2,0.0,-0.8,-2,-8,-9,3,0.018,/
O=C1CCC/C1=C/Nc1cccc(F)c1,1,6.9,0.6,0,-7,9,5,-0.52,/
CCCc1nc(NC(C)=O)c(C#N)c(-c2ccco2)c1CC,20,1.2,1.7,18,40*,-3,23,0.075,-3
O=C(NCC1CCCO1)NC12CC3CC(CC(C3)C1)C2 (stereo not drawn),-4,-0.8,3.4,-3,-6,-1,3,0.14,8
Cc1ccc(S(=O)(=O)NCCc2ccncc2)cc1C,-3,-0.3,0.2,-1,6,5,8,1.7,31
Cc1ccc(S(=O)(=O)N2CCC(C(=O)N[C@@H](C)C(=O)NC3CCCCC3)CC2)cc1,-2,-0.2,0.1,9,3,-8,35,-0.88,7
CC(C)Cn1cc(C(=O)N2CCOCC2)c2c3ccccc3n(C)c2c1=O,-32,-1.1,-0.3,10,3,-2,18,0.36,6
Cc1c(C)n(CC(O)CN2CCCCCC2)c2ccccc12 (stereo not drawn),12,1.4,-0.2,-6,-2,-1,-11,0.94,6
O=C(Oc1cc(=O)oc2ccccc12)c1cccnc1Cl,-10,0.5,0.3,5,-4,7,8,0.28,/
Clc1ccc(-c2c[n+](Cc3ccc(Cl)cc3Cl)c3n2CCCCC3)cc1,0,-1.0,-0.5,2,1,13,11,/,19
CC(=O)NCCn1c(SCC(=O)NCCC(C)C)nc2ccccc2c1=O,-4,-1.1,-0.3,6,3,1,10,/,-11
O=C(NCC(=O)N(c1ccccc1F)C(C(=O)NCC1CCCO1)c1ccccc1)c1ccco1 (stereo not drawn),-3,-7.1,0.4,-17,-8,-1,5,0.15,3
COc1cccc(C2CC(C(F)(F)F)n3nc(C(=O)Nc4c(C)n(C)n(-c5ccccc5)c4=O)cc3N2)c1 (stereo not drawn),-16,-1.1,1.2,1,2,5,-1,-0.1,13
N#Cc1ccccc1NC(=O)C1CC(=O)N(c2ccc3c4c(cccc24)CC3)C1 (stereo not drawn),-22,5.0,0.3,-2,-8,3,-1,-0.57,4
CCO[C@H]1OC(C(=O)N2CCN(Cc3ccc4c(c3)OCO4)CC2)=C[C@@H](C2CCCCC2)[C@@H]1CCCO,3,-1.1,0.5,6,0,10,7,-0.057,4
COCC(=O)Nc1ccc(Br)c(C)c1,3,-0.3,1.4,-1,0,1,/,-0.77,-2
CCC(=O)N(CCc1ccccc1)Cc1cc2cc(OC)ccc2[nH]c1=O,0,1.4,-0.2,-1,1,10,8,-0.64,1
O=C(NCc1ccccc1)NC(O)C(Cl)(Cl)Cl (stereo not drawn),17,0.2,0.7,-1,4,28,9,/,-1
CNCCCOc1ccc(Cl)cc1C(C)(C)C,-17,2.2,11,-8,-2,8,-1,0.89,-3
O=S(=O)(c1ccccc1)N1CCN(C2CCCCCCC2)CC1,-18,-0.8,0.2,-9,-5,2,6,-0.57,5
CNC(=S)Nc1ccc(N2CCN(c3ccc(C(F)(F)F)cn3)CC2)nc1,-10,-8.0,-0.1,-7,-2,8,2,-0.73,0
COc1ccc(C(=O)OCC[N+]2(C)CCCCC2)cc1,-3,-0.6,0.9,-7,5,17,4,1.1,-11
CCC(=O)Nc1ccc(Cl)c(NC(=O)c2cccnc2)c1,-1,-2.1,1.2,1,1,2,13,/,5
CCc1ccccc1NC(=O)CCN1C(=O)c2ccccc2C1=O,-19,0.4,-0.1,-3,5,26,18,0.081,-11
COc1ccc(C(=O)N(c2ccccc2)C2C=CS(=O)(=O)C2)cc1 (stereo not drawn),1,-0.4,0.5,-8,-4,-1,-14,/,1
O=C(COC(=O)/C=C/c1ccc(S(=O)(=O)N2CCOCC2)cc1)NCc1ccc(F)cc1,-7,-2.4,1.0,-6,-5,17,-1,-0.1,/
O=C(Nc1ccc(F)cc1)N1CCN2C(=O)c3ccccc3C12c1ccccc1 (stereo not drawn),-22,0.9,2.1,-6,4,-15,15,-0.068,-14
O=c1cc(C(F)(F)F)[nH]c2ccccc12,-2,-0.4,0.0,3,0,50*,10,/,18
CCCn1c2c(c(O)c(C(=O)Nc3ccccc3)c1=O)CCCC2,11,-2.6,0.2,-3,-5,0,6,0.97,/
CCc1ccccc1NC(=O)/C(=C/c1ccccc1)c1ccccc1,5,-6.5,-0.3,10,-2,1,5,0.036,-5
Clc1ccc(OCc2nc3ccccc3[nH]2)cc1,10,5.2,-0.2,-2,-3,0,7,/,/
Cc1ccc(NC(=O)Cn2nnc(C(=O)NCc3ccccc3)c2N)cc1C,-1,0.6,0.2,-9,-7,1,-12,-0.73,-15
CC(C)=CC(=O)OCC(=O)Nc1cc([N+](=O)[O-])ccc1F,-1,3.6,2.2,7,-1,0,11,0.53,-9
CS(=O)(=O)N(Cc1ccc(Cl)cc1)c1ccc(C(=O)N/N=C/c2cc3ccccc3nc2Cl)cc1,-4,3.5,2.8,10,-6,2,15,-0.63,-4
COc1ccc(Cc2nc3ccc(S(N)(=O)=O)cc3[nH]2)cc1OC,1,-1.4,0.2,-1,-1,-1,-4,-0.0069,1
C=CCNC(=O)COC(=O)c1ccccc1C(=O)N(C)C1CCCCC1,-9,1.5,/,19,-2,-6,25,0.43,/
Cc1cc(=O)[nH]c(N2CCN(C(c3ccccc3)c3ccccc3)CC2)n1,-3,-2.1,0.1,-1,3,-1,-1,0.47,8
COc1cccc(NC(=O)C(c2ccccc2)N2CCN(c3ccccn3)CC2)c1 (stereo not drawn),1,0.8,1.9,-2,-9,23,5,-0.0065,1
COc1cccc(-n2c(Cc3cc(=O)[nH]c(=O)[nH]3)nnc2SCc2cccc(C(F)(F)F)c2)c1,1,-0.5,0.5,4,-3,21,4,0.37,-5
O=C(O)C1CCCN(S(=O)(=O)c2ccc3c(c2)OCCO3)C1 (stereo not drawn),3,-0.6,1.8,1,-4,17,10,0.49,6
O=C(Nc1ccccc1Oc1ccccc1)C1CC1,-12,-0.5,1.0,10,2,-5,17,-1.2,-2
COC(=O)c1cc(CNC(=O)c2cccc(Cl)c2)ccc1OC,-5,0.8,0.2,19,1,1,2,0.97,-16
COc1ccc(OCCCc2c(C)n[nH]c2C)cc1,55*,0.3,-0.2,-6,25,0,-11,4.8*,/
CC1=CC(C)(C)N(C(=O)CN2C(=O)c3ccccc3C2=O)c2ccccc21,-10,1.2,0.1,0,3,-1,8,/,-6
COc1cc(SC)ccc1C(=O)Nc1ccccc1,-2,-3.0,-0.1,-9,-2,4,3,1.1,5
COCc1cc(C)nc(Nc2cc(C)ccc2C)c1C#N,6,-1.2,0.4,1,5,1,9,/,1
O=C(Oc1cccnc1)c1ccc([N+](=O)[O-])cc1Cl,-5,-0.1,0.0,-1,7,27,7,0.53,-8
COc1cccc(NC(=O)COc2ccc(C)cc2)c1,-2,-0.9,-0.6,6,3,7,12,-0.047,13

Next section:
canonical_smiles,KLK5 inh,TNF death inh,L929 necroptosis,FXIa inh 1536,thrombin 1536,Hck-Nef inh,FXIIa inh,KCC2 mod,Rad51 HR inh
O=C(O)/C=C/C(=O)c1ccc(O)cc1,-1,1.3,-0.3,2,2,5,8,-0.69,22
O=C(CSc1nc2ccccc2c(=O)n1Cc1ccc(F)cc1)NCc1cccs1,-18,3.0,1.3,0,-20,8,0,27*,1
CCn1c(SCC(=O)NC2CCCC2)nnc1-c1c[nH]c2ccccc12,-21,0.1,3.3,-1,-8,1,9,/,-7
CCOC(=O)C1=C(C)N=c2s/c(=C\C(=O)OC)c(=O)n2C1c1ccc(OC)cc1 (stereo not drawn),-5,-4.1,-0.7,3,-4,0,18,/,2
Cc1nc2c(-c3ccc(F)cc3)c(C)nn2c(C)c1CCC(=O)N1CCN(c2ccc(F)cc2)CC1,9,1.2,0.4,-6,-4,-2,0,-0.72,0
C(=N\n1cnnc1)/c1ccc(OCc2cccc3ccccc23)cc1,-8,1.2,0.1,-11,-5,4,-1,-0.12,-8
COc1cnc(-c2ccccc2)nc1Oc1cccc(C)c1,-4,-1.2,0.1,0,-2,0,5,-0.48,11
CC(C)OC(=O)CSc1nc(-c2ccc(F)cc2)cc(C(F)(F)F)n1,2,-0.4,1.0,7,1,4,17,-0.23,3

Fetched by compound from the list above (2):
canonical_smiles,KLK5 inh,TNF death inh,L929 necroptosis,FXIa inh 1536,thrombin 1536,Hck-Nef inh,FXIIa inh,KCC2 mod,Rad51 HR inh
CCn1c(SCC(=O)NC2CCCC2)nnc1-c1c[nH]c2ccccc12,-21,0.1,3.3,-1,-8,1,9,/,-7
COc1cnc(-c2ccccc2)nc1Oc1cccc(C)c1,-4,-1.2,0.1,0,-2,0,5,-0.48,11

Going on with the list.
canonical_smiles,KLK5 inh,TNF death inh,L929 necroptosis,FXIa inh 1536,thrombin 1536,Hck-Nef inh,FXIIa inh,KCC2 mod,Rad51 HR inh
CN(C(=O)CC(=O)Nc1ccc(Cl)c(Cl)c1)c1ccccc1,-1,4.1,2.4,-4,-15,22,2,-0.92,0
COc1ccccc1NC(=S)NC(=O)c1ccc(Cn2cc(Br)cn2)cc1,-6,-1.1,/,24,-7,4,4,0.74,15
Cc1cccc2c(=O)c(C(=O)NCc3cccs3)c[nH]c12,/,1.6,0.8,/,/,1,/,0.24,3
O=C(NNC(=O)C1CC1c1ccccc1)Nc1cccc(Cl)c1 (stereo not drawn),2,-2.6,0.3,-6,-3,1,11,-0.7,-5
CCOC(=O)NC1(NCC(C)C)Oc2ccccc2O1,-25,-11,-0.6,-4,3,25,12,0.0011,-2
Cc1nc2ccc([N+](=O)[O-])cc2[nH]1,-5,0.8,0.8,-5,0,28,1,0.72,-29
O=C(Nc1ccc(Br)cc1)N1CCCC(O)C1 (stereo not drawn),-26,-0.2,3.7,-11,-1,1,-2,-0.88,-4
CC(=O)CC(=O)Nc1cccc2c1CCCC2,6,0.9,0.8,8,0,2,12,0.16,2
